RAD52 inh = RAD52 DNA annealing inhibitors, primary screen, biochemical, FRET, single point, set 2; AID 651710, 2012; 360,000 compounds, 0.46% hits; recombinant RAD52 DNA annealing, FRET fluorescence; inhibition, % at 18.7 µM;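 active = every replicate showing at least 50% inhibition; inconclusive = mean inhibition at least 50% but not in every replicate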
esBAF inh = Bmi1 luciferase reporter increase in mESCs, primary screen, esBAF inhibitor project, mouse ES cells, Bmi1 luciferase knock-in, single point; 24 h; 100% = twice the neutral-well signal; reporter increase, % at 12.5 µM; 350,000 compounds, 2% hits; AID 602393, 2012; in the data active = activation above about 40%; inconclusive = no clear call, values can overlap the other calls;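 also: 0% = median of the plate's neutral control wells and 100% = double that signal; a rise in the Bmi1 reporter signal indicates esBAF inhibition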
PglD inh = C. jejuni PglD acetyltransferase inhibitors, primary screen, biochemical, DTNB colorimetric, single point | UDP-N-acetylbacillosamine N-acetyltransferase PglD (Campylobacter jejuni) | purified PglD enzyme, DTNB colorimetric CoA detection | inhibition, % at 12.5 µM | 360,000 compounds, 0.098% hits; in the data active = inhibition above about 16%, passing the limit was not always enough; inconclusive = no clear call, values can overlap the other calls; also: strong numbers were not always called active
ARNT TACC3 PPI = disruptors of ARNT/TACC3 protein interaction, primary screen, biochemical, AlphaScreen, single concentration; inhibition, % at 9.99 µM; Transforming acidic coiled-coil-containing protein 3 (Homo sapiens), Q9Y6A5; 390,000 compounds, 0.66% hits; AlphaScreen His-ARNT PAS-B/GST-TACC3 binding, luminescence; TACC3 fragment carries E629A point mutation; AID 623870, 2012;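 active = mean inhibition of replicates at least 50% and at least half of replicates each reaching 50%; inconclusive = half or more replicates reach 50% but mean below 50%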;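 also: 0% = complete ARNT plus TACC3 wells and 100% = ARNT alone without TACC3; many hits fall short of the cut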
E-selectin induc = E-selectin induction in HUVECs, primary screen, imaging, HUVEC, immunofluorescence imaging, single point. P16581. normalized: neutral wells 0, TNF-alpha wells 100. activation, % at 7.58 µM. 260,000 compounds, 0.37% hits. AID 686992, 2013;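 active = mean E-selectin-positive cell signal at least 10% of the positive control, reached in at least 60% of replicates, without over 20% cell loss; inconclusive = no rule given, readout overlaps actives, possibly toxicity-flagged; inactive = the rest, including those meeting only one limit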;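 also: in these data hits start at about 27%; measured in HUVEC primary endothelial cells; signal is the percent of cells scored E-selectin positive by PE staining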
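Read-out basis: % PE-positive cells; Test system: HUVEC primary endothelial cells; Technique: immunofluorescence imaging; Dosing: single-point compound dose.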
RAD54 inh = inhibitors of human RAD54 branch migration, primary screen, biochemical, fluorescence, single point | DNA repair and recombination protein RAD54-like (Homo sapiens), Q92698 | RAD54 Holliday junction branch migration, FAM/BHQ fluorescence | inhibition, % at 10.4 µM | 360,000 compounds, 0.14% hits | AID 602329, 2012;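 active = mean normalized replicate activity at least 40 and at least half of replicates scoring 40 or more; inconclusive = only one of the two criteria met; inactive = mean below 40 and under half of replicates reaching 40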;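 also: 0% = median of neutral control wells and 100% = median of positive control wells; inhibitors cause a drop in the FAM fluorescence signal; in these data hits start at about 50%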
Target sequence (Q92698 whole entry, looked up): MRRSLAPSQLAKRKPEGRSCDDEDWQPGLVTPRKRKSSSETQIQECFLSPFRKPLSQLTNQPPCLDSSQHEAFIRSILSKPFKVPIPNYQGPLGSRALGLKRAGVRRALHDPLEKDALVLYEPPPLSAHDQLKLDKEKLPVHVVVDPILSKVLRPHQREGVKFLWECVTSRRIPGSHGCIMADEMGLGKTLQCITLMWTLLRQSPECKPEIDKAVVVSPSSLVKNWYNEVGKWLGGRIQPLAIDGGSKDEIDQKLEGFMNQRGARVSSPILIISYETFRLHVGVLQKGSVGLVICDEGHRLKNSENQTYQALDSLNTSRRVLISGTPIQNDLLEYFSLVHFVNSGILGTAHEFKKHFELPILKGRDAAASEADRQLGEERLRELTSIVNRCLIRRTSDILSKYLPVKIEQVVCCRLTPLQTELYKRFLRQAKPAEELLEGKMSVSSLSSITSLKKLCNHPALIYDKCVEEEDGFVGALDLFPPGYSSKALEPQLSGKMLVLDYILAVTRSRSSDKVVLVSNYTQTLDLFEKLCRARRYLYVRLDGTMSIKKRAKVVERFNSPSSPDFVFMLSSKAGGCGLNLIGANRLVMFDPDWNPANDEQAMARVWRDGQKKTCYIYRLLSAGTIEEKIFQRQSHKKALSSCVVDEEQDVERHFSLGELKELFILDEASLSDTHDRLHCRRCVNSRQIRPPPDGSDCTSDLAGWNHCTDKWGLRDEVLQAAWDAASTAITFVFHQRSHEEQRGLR
CASP6 VEID inh = human caspase-6 inhibitors, primary screen, biochemical, VEID-R110 fluorescence, single point, set 2; P55212; purified caspase-6, Z-VEID-R110 cleavage fluorescence; inhibition, % at 12.5 µM; 350,000 compounds, 0.53% hits; AID 686996, 2013;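 active = mean inhibition across replicates at least about 35%, with every replicate also reaching that limit, limit read from the data; inconclusive = only one of the two criteria met; inactive = neither criterion met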;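 also: 0% = median of neutral control wells and 100% = no fluorescence left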
Target sequence (P55212 24-179 limits assumed): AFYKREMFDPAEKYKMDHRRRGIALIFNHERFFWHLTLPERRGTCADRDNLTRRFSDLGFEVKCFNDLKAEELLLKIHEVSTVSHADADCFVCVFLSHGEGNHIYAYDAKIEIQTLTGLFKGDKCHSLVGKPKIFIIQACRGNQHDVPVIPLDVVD
Target sequence (P55212 194-293 limits assumed): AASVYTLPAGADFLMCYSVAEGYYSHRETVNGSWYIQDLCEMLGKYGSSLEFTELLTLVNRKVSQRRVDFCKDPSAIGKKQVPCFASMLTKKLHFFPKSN
ERp5 block = inhibitors of ERp5-driven insulin aggregation, primary screen, biochemical, turbidity, absorbance 650 nm, single point. 90 min. inhibition, % at 9.99 µM. 350,000 compounds, 0.05% hits. AID 651711, 2012;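 active = mean replicate inhibition above about 25%, with every replicate also reaching it, limit read from the data, passing the limit was not always enough; inconclusive = only one of those two criteria met; inactive = neither criterion met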
* marks the source's active call; other numbers are inactive results; i = inactive; u = inconclusive; x = no result given. Not a hit list; about 3.2% have a hit in one of these screens.

#1 COc1ccc(NC(=O)N(C)C[C@H]2OCCCC[C@H](C)Oc3ccc(NS(=O)(=O)c4cn(C)cn4)cc3C(=O)N([C@@H](C)CO)C[C@H]2C)cc1
#2 CCC(=O)N1[C@@H]2c3cccc(=O)n3C[C@H]1[C@H](CO)[C@H]2C(=O)NC1CCCCC1
#3 COc1cccc(S(=O)(=O)N2CCCCN3[C@H](C2)[C@H](c2ccc(-c4cccnc4)cc2)[C@@H]3CO)c1
#4 O=C(Nc1ccc(Cl)cc1)N(Cc1nnc2n1CCCCC2)c1ccccc1
#5 Cc1cc(C(=O)COC(=O)c2ccccc2O)c(C)n1CC1CCCO1 (centres undefined)
#6 COc1cccc(Cn2cnc3c(sc4nc(C)cc(C)c43)c2=O)c1
#7 CC(=O)Nc1ccc(-c2cc(C(=O)O)c3cc4ccccc4cc3n2)cc1
#8 COc1cc(OC)cc(C(=O)N2CCN(C(=O)c3cccs3)CC2)c1

Compound	1	2	3	4	5	6	7	8
RAD52 inh	9	-3	-19	-8	-15	-23	-53	-9
esBAF inh	-1	0	-1	1	-82	-3	28	6
PglD inh	0	-1	-2	-2	1	1	2	-6
ARNT TACC3 PPI	24	8	-4	-1	x	-2	x	23
E-selectin induc	0.2	0.0	-0.4	x	x	x	0.4	-0.1
RAD54 inh	-2	8	-4	2	3	-5	-2	-5
CASP6 VEID inh	-4	2	1	0	-3	4	7	4
ERp5 block	11	-5	2	4	-4	2	0	3

#9 CC(C)Oc1ccc(C(=O)Nc2ccc(C(F)(F)F)n(C)c2=O)cc1
#10 COC(=O)CCC(=O)N(CCN(Cc1ccccc1)C(=O)CCC(=O)OC)Cc1ccccc1
#11 CNC[C@H]1Oc2c(cccc2N(C)C)C(=O)N([C@H](C)CO)C[C@@H]1C
#12 O=C(Nc1ccc(S(=O)(=O)N2CCCC2)cc1)c1c(F)cccc1F
#13 COc1ccc(-c2noc(C3CCCN(C(=O)c4ccccc4OC)C3)n2)cc1OC (centres undefined)
#14 COc1ccc(C2CC3(CC(C)(C)NC(SC)=N3)Oc3cc(O)cc(C)c32)cc1 (centres undefined)
#15 C=CCn1c(SCc2ccc(C(=O)NCCO)cc2)nc2sc(C)c(C)c2c1=O
#16 CCN(CCNC(=O)Cn1cc2c(n1)CCCC2)c1ccccc1

Compound	9	10	11	12	13	14	15	16
RAD52 inh	1	-5	-18	-2	2	13	-14	3
esBAF inh	0	x	-4	-1	x	x	0	7
PglD inh	0	x	7	5	x	x	0	-7
ARNT TACC3 PPI	x	-17	3	2	8	-8	-10	0
E-selectin induc	x	x	-0.1	-0.2	x	0.3	x	-0.1
RAD54 inh	10	x	-17	2	x	x	-2	0
CASP6 VEID inh	-1	2	1	6	5	-1	-3	-5
ERp5 block	1	1	-3	-3	-2	8	-1	-6

#17 Cc1cc(C)c(C#N)c(N2CCN(S(=O)(=O)Cc3ccccc3)CC2)n1
#18 COc1ccc(NC(=O)Nc2cccc3c2O[C@H](CN(C)C(=O)Nc2ccc(OC)cc2)[C@@H](C)CN([C@@H](C)CO)C3=O)cc1
#19 COc1ccc(OC)c(-c2nnc3n2N=C(c2ccc(OC)c(OC4CCCC4)c2)CS3)c1
#20 COc1cccc(CC(=O)NCC2(N3CCCCC3)CCCCC2)c1
#21 CCN1C(=O)CC(N2CCC(Cc3ccccc3)CC2)C1=O (centres undefined)
#22 COCc1nnc(NC(=O)c2ccc(S(=O)(=O)N3CCCCCC3)cc2)o1
#23 C[C@H](CO)N1C[C@H](C)[C@H](CN(C)Cc2ccc(C(F)(F)F)cc2)OCCCC[C@H](C)Oc2ccc(NC(=O)CCCN(C)C)cc2C1=O
#24 Cn1cc(S(=O)(=O)Oc2ccccc2)c(=O)n(C)c1=O

Compound	17	18	19	20	21	22	23	24
RAD52 inh	-1	11	-16	-25	x	x	37	-19
esBAF inh	-3	2	-5	x	0	-8	-9	x
PglD inh	3	0	5	x	-4	4	-5	x
ARNT TACC3 PPI	-15	-2	x	-1	-3	36	5	5
E-selectin induc	5.6	-0.2	-0.4	3.2	x	x	0.0	x
RAD54 inh	2	2	1	x	4	-10	10	x
CASP6 VEID inh	2	-3	4	-2	x	x	0	1
ERp5 block	2	4	2	0	x	x	3	0

Shown as labelled records: 3 of the compounds above.
(19) COc1ccc(OC)c(-c2nnc3n2N=C(c2ccc(OC)c(OC4CCCC4)c2)CS3)c1
  RAD52 inh: -16	esBAF inh: -5	PglD inh: 5	ARNT TACC3 PPI: x	E-selectin induc: -0.4	RAD54 inh: 1	CASP6 VEID inh: 4	ERp5 block: 2
(20) COc1cccc(CC(=O)NCC2(N3CCCCC3)CCCCC2)c1
  RAD52 inh: -25	esBAF inh: x	PglD inh: x	ARNT TACC3 PPI: -1	E-selectin induc: 3.2	RAD54 inh: x	CASP6 VEID inh: -2	ERp5 block: 0
(21) CCN1C(=O)CC(N2CCC(Cc3ccccc3)CC2)C1=O (centres undefined)
  RAD52 inh: x	esBAF inh: 0	PglD inh: -4	ARNT TACC3 PPI: -3	E-selectin induc: x	RAD54 inh: 4	CASP6 VEID inh: x	ERp5 block: x

(next part)
#25 Cc1ccc(Cl)cc1N1CCN(C(c2cccnc2)c2nnnn2C2CCCCC2)CC1 (centres undefined)
#26 O=C(/C=C/c1ccccc1)N1CCC[C@H]1CO
#27 Cc1ccc(F)c(S(=O)(=O)NC(=O)C2(C)CCN2C(=O)Cc2cccs2)c1 (centres undefined)
#28 COc1ccc(C(=O)NC2CC3CCCC(C2)N3Cc2ccccc2)cc1OC (centres undefined)
#29 Cc1nn(CC(=O)NC(C)CCc2ccccc2)c(=O)c2nn(-c3ccccc3)c(C)c12 (centres undefined)
#30 O=C(CN1C(=O)NC(Cc2ccccc2)C1=O)NC(=O)NC1CCCCC1 (centres undefined)
#31 Cc1ccc(S(=O)(=O)Cn2nnnc2C(C(C)C)N2CCc3ccccc3C2)cc1 (centres undefined)
#32 CN1C(=O)c2cc(NC(=O)c3ccc(F)cc3)ccc2OC[C@@H]2O[C@H](CC(=O)NC3CCC3)CC[C@@H]21

Compound	25	26	27	28	29	30	31	32
RAD52 inh	x	7	-12	-13	-25	x	-17	13
esBAF inh	-2	7	-1	0	-4	-2	5	7
PglD inh	-2	0	1	1	4	-9	-4	3
ARNT TACC3 PPI	-3	2	x	3	0	-1	11	8
E-selectin induc	x	-0.1	x	x	x	x	x	0.1
RAD54 inh	-4	-7	1	-8	15	-10	-7	-9
CASP6 VEID inh	x	-2	1	-3	1	x	19	-5
ERp5 block	x	-5	1	2	4	x	-2	0

#33 COc1cccc(NC(=O)[C@@H](NC(=O)N2CCn3c2nc2ccccc23)C(C)C)c1
#34 CCOC(=O)C1=C(C)Nc2nc3ccccc3n2C1c1ccncc1 (centres undefined)
#35 CCCN(C)C[C@H]1OCCCC[C@H](C)Oc2ccc(NS(=O)(=O)c3ccc(F)cc3)cc2C(=O)N([C@@H](C)CO)C[C@@H]1C
#36 CC(=O)Nc1ccc(C(=O)CN2C(=O)NC3(CCOc4ccccc43)C2=O)c(F)c1 (centres undefined)
#37 O=C(O)c1cc(N/N=C/c2c[nH]c3ccccc23)ccc1Cl
#38 Cc1ccc(C(=O)n2ncn(C)c2=S)cc1
#39 COc1ccc(CN2C3CCCC2CC(NC(=O)c2cccc(F)c2)C3)cc1 (centres undefined)
#40 COP(=O)(OC)C(Nc1ccc(C)cc1)c1ccc([N+](=O)[O-])cc1 (centres undefined)

Compound	33	34	35	36	37	38	39	40
RAD52 inh	7	x	42	-22	-25	4	-13	-5
esBAF inh	x	-7	2	2	u	x	6	x
PglD inh	x	2	-1	-2	3	x	-2	3
ARNT TACC3 PPI	-4	-1	15	x	5	-1	7	-3
E-selectin induc	1.2	x	1.5	x	x	x	2.6	x
RAD54 inh	x	-2	1	-3	-12	x	3	-1
CASP6 VEID inh	5	x	-5	-1	4	-4	-3	1
ERp5 block	4	x	3	-2	-1	-2	0	-2

#41 CNc1nc(NN)nc(Nc2ccccc2)n1
#42 O=C(NC1CCSC1=O)c1cccc(C(=O)NC2CCSC2=O)c1 (centres undefined)
#43 Cc1[nH]c2ccccc2c1C(=O)CSc1nnc(C2CC2)o1
#44 NC(=O)CSc1cn(Cc2cccc(F)c2)c2ccccc12
#45 COc1ccc(/C=C(\C#N)c2nc3ccccc3[nH]2)cc1O
#46 CN1C=CC=C/C1=C1\SC(=S)N(CC(=O)O)C1=O
#47 CC(C)(CCl)C(=O)Nc1ccnc(-c2ccncc2)n1
#48 C[C@@H]1CN([C@@H](C)CO)S(=O)(=O)c2ccc(C#Cc3ccccc3F)cc2O[C@H]1CN(C)C(=O)c1ccc2c(c1)OCO2

Compound	41	42	43	44	45	46	47	48
RAD52 inh	-11	x	-5	-7	-38	-43	-5	-3
esBAF inh	6	-9	7	-4	25	x	x	1
PglD inh	-3	3	-2	1	0	x	-1	1
ARNT TACC3 PPI	35	6	5	4	-8	8	0	-4
E-selectin induc	0.0	x	x	x	x	x	1.1	0.0
RAD54 inh	-3	-1	-5	-1	-13	x	3	-9
CASP6 VEID inh	0	x	3	-2	5	-17	-2	-5
ERp5 block	-1	x	3	0	-2	6	6	2

#49 CC1(C)C(=O)NC(=O)N1Cc1ccccc1
#50 CCOC(=O)c1c(OCCO)nn(-c2ccccc2)c1N
#51 CN(C)c1ccc(/C=N/N(CCC#N)C2=NS(=O)(=O)c3ccccc32)cc1
#52 COCC1CCN(C(=O)c2ccc3oc(CCc4ccccc4)nc3c2)C1 (centres undefined)
#53 O=C(Nc1scc(-c2ccc(Br)cc2)c1C(=O)O)c1ccccc1F
#54 C[C@H](CO)N1C[C@H](C)[C@@H](CN(C)S(=O)(=O)c2ccc(Cl)cc2)Oc2c(NS(=O)(=O)c3cccs3)cccc2C1=O
#55 CCOc1ccc(CN2CCN(CC3CC3)CC2CCO)cc1 (centres undefined)
#56 O=C(c1ccc(Cl)c(S(=O)(=O)N2CCCC2)c1)N1CCCC(C(F)(F)F)C1 (centres undefined)

Compound	49	50	51	52	53	54	55	56
RAD52 inh	-17	-19	-199	-3	-7	-6	-7	-9
esBAF inh	-3	5	4	x	x	-7	0	5
PglD inh	0	x	-7	x	-2	0	-8	-4
ARNT TACC3 PPI	-3	2	-2	x	1	x	6	-4
E-selectin induc	-0.2	x	x	0.0	-0.1	-0.3	0.1	-0.3
RAD54 inh	3	x	-37	x	-9	1	20	-2
CASP6 VEID inh	-1	-3	-5	0	2	-1	-1	1
ERp5 block	-1	9	0	-1	8	-3	4	9

#57 O=c1oc2ccccc2n1Cc1cccc(Cl)c1
#58 Cc1c(C=O)c(Cl)n(C)c(=O)c1C#N
#59 O=C(NCc1ccncc1)c1cc(F)c(F)cc1Cl
#60 CC(C)(C)C(=O)N1CCC(O)(CS(=O)(=O)Cc2ccccc2Cl)CC1
#61 COc1ccc(-n2nc3c(c2NC(=O)C(C)C)CSC3)cc1

Compound	57	58	59	60	61
RAD52 inh	-9	i	-9	x	6
esBAF inh	-9	x	-1	0	-4
PglD inh	x	x	-5	3	-4
ARNT TACC3 PPI	-5	29	-6	0	0
E-selectin induc	x	4.0	-2.5	x	x
RAD54 inh	x	x	-2	-7	6
CASP6 VEID inh	-1	51*	-1	x	-3
ERp5 block	-1	6	1	x	5

Screening data as filed in PubChem.
